Bioassay records: PubChem, National Center for Advancing Translational Sciences (NCATS)
Eya2 inh = inhibitors of human Eya2 phosphatase activity | 330,000 tested, 0.006% active | O00167 | recombinant Eya2, OMFP fluorescence dephosphorylation (OMFP is methylfluorescein phosphate) | AID 488837 | Potency, µM (highest dose often 76.9 µM), for inactives: at the top dose activity, negative = inhibition, hits mostly inhibitors; also: potency is read from the fitted curve at half-maximal effect; % is scaled to controls: 0 for no effect and ±100 for the full control effect
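Eya2 (0.2 uM) preincubated 10 min at ambient with compound, then OMFP substrate added at 50 uM; 10 min reaction in 50 mM HEPES pH 7.5, 50 mM NaCl, 5 uM MgCl2, 0.05% BSA, 1 mM DTT. Fluorescence read at Ex 485/Em 525 nm.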
a7 integrin act = activators of alpha7 integrin expression for muscular dystrophy; 350,000 tested, 0.064% active; Potency, µM (titrated, usually from 38.3 µM), inactives show at the top dose activation, most hits filed as activators; alpha7betagal myoblasts, beta-gal FDG fluorescence, 48 h;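 also: potency is read from the fitted curve at half-maximal effect; 100% = response of the positive control SU9516; nearly all actives have a fitted effect of over 60% in size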
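Alpha7betagal+/- myoblasts (passage 13) were plated 16-24 hr, then exposed to compounds (1:260 dilution of DMSO stock) for 48 hours at 37C. After MPER lysis, β-galactosidase reporter activity was read as FDG fluorescence (ex 480/em 540) after 30 minutes.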
S-ASM inh = blocks human secretory acid sphingomyelinase | P17405 | placental ASM, HMU-PC fluorogenic substrate, 60 min | Potency, µM (highest dose often 57.5 µM), without a hit: at the top dose activity change, negative = inhibition, usual class: inhibitors | 340,000 tested, 0.006% active; also: potency is read from the fitted curve at half-maximal effect
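Steps: dispense placental human ASM, pin compound, wait 10 min at room temperature, add HMU-PC0 substrate at 9 uM final, incubate 60 min at 37 °C, add stop solution raising pH to 10, read fluorescence.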
ELG1 repair inh = inhibitors of ELG1-dependent DNA repair in HEK293T cells. 330,000 tested, 2.3% active. Potency, µM (doses to about 46.1 µM), for the others: top-dose activity change, negative = inhibition, usual class: inhibitors. HEK293T ELG1-luciferase reporter, luminescence, 16 h; DNA damage induced by 5-fluorouridine; also: potency is read from the fitted curve at half-maximal effect; % is scaled to controls: 0 for no effect and ±100 for the full control effect; nearly all actives have a fitted effect of over 55% in size
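Quantitative HTS, concentration-response format. 2,000 cells/well co-treated with 5-fluorouridine and compound, 16 hr in 5% CO2 at 37 °C; ONE-Glo luminescence read after 30 min.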
A-T KAP1 phos = candidate therapy for ataxia-telangiectasia. […] A-T fibroblasts, KAP-1 phosphorylation AlphaLISA; neocarzinostatin DNA damage 30 min before lysis. Potency, µM (series often up to 57.5 µM), inactives show at the top dose activation, actives largely listed as activators. 320,000 tested, 0.19% active; also: potency is read from the fitted curve at half-maximal effect; % of control where 0% means no effect; nearly all actives have a fitted effect of over 45% in size
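ATM-like activity read as KAP-1 phosphorylation via AlphaLISA donor/acceptor antibody pairs after lysis and 6 hr at 25C. Cells were ATM-null patient fibroblasts ([…], hTERT), dosed 60 min, then exposed to the DSB inducer NCS for 30 min.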
Tb PFK inh = blocks T. brucei phosphofructokinase; 330,000 tested, 0.17% active; T. brucei PFK, ADP-Glo luminescence; Potency, µM (series often up to 57.5 µM), for the others: at the top dose activity, negative = inhibition, hits mostly inhibitors; O15648;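 also: potency is read from the fitted curve at half-maximal effect; 0% = uninhibited 1x PFK enzyme wells and -100% = no-enzyme wells; nearly all actives have a fitted effect of over 60% in size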
Target sequence (O15648 whole entry, looked up): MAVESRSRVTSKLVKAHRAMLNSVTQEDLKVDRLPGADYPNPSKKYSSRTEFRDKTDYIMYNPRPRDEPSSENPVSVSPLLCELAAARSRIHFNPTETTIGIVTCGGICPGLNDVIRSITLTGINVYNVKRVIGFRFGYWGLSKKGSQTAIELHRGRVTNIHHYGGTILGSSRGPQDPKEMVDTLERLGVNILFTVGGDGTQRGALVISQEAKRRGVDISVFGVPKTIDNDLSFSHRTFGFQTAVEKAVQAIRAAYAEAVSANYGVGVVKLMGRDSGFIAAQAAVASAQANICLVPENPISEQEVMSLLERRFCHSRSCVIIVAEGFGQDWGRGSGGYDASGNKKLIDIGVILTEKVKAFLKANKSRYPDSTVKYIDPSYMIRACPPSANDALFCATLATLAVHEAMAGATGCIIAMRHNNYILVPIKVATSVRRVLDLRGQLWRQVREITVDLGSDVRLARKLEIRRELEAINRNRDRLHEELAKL
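Compounds were pin-transferred as a titration series up to 57 uM into substrate buffer (0.5 mM F6P, 0.1 mM ATP, pH 8.0), then 1.25 nM PFK was added and reactions ran 45 min before ADP-Glo detection.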
PTAP TSG101 blk = blocks PTAP/TSG101 interaction to inhibit HIV-1 budding; 340,000 tested, under 10 active; Q99816; AID 493005; Fluorescence polarization, FITC-PTAP peptide / Tsg101 binding; Potency, µM (highest dose often 115 µM), inactives show at the top dose activity change, negative = inhibition, usual class: inhibitors; active = well fitted inhibition curve with a large enough effect in the main read-out, with a control signal flat, not every such curve was filed as active; inconclusive = small, poorly fitted or top-dose-only effect, or effect the other way, or a change in a side signal; inactive = no such curve, though single readings can be large or run the other way; also: potency is read from the fitted curve at half-maximal effect; % of control where 0% means no effect
Target sequence (Q99816 whole entry, looked up): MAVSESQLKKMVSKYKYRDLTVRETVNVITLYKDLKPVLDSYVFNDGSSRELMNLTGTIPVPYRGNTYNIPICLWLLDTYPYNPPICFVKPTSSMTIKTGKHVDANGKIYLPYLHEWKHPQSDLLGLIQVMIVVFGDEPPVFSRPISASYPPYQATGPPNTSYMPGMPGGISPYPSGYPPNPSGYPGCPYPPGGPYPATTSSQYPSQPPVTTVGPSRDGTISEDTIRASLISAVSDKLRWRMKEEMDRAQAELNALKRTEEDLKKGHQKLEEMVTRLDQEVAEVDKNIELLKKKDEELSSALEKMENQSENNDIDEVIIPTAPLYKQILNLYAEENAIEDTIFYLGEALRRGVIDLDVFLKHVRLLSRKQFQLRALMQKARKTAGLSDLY
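Compounds were pin-transferred onto Tsg101 binding domain (10 uM final) in HEPES pH 7.5 buffer, then FITC-PTAP peptide was added at 50 nM final. After 20 min at RT, polarization reported peptide displacement across a qHTS concentration series.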
Mito fusion act = inhibitors of mitochondrial division or activators of mitochondrial fusion | AID 485298 | Potency, µM (titrated, usually from 46.1 µM), inactives show at the highest dose growth rescue (activation), usual class: activators | 320,000 tested, 0.23% active | S. cerevisiae fusion-defective mutant growth rescue, CellTiterGlo 48 h;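 also: potency is read from the fitted curve at half-maximal effect; % of control where 0% means no effect; nearly all actives have a fitted effect of over 45% in size; temperature-sensitive fusion mutants such as fzo1-1 at 37 °C on non-fermentable ethanol glycerol medium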
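Compounds are tested for their ability to restore growth of mitochondrial fusion-defective yeast strains at non-permissive 37C in YPEG medium over 48 hours. Viability is quantified by luciferase luminescence.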
TSHR antagonist = antagonists of human thyroid stimulating hormone receptor; TSHR-expressing cells, TSH-stimulated cAMP HTRF, 2 h; active compounds read low; 330,000 tested, 0.2% active; activity change, negative = inhibition, % at 11.5 µM; AID 504810; P16473;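 active = activity change below a set negative limit, meaning inhibition stronger than a set level, cut at about -70% in these data; inconclusive = activity change between two set negative limits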; also: % is scaled to controls: 0 for no effect and ±100 for the full control effect
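TSHR-expressing cells were treated with compounds, then stimulated with TSH at EC80 (4nM final) for 2 hours at 37 deg C. Cellular cAMP was measured by HTRF competition between lysate cAMP and cAMP-d2 for a cryptate-labelled anti-cAMP antibody.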
TCR activator = activates T cell receptor signaling; primary human leukocytes, anti-CD3, IL-2 HTRF, 48 h; 330,000 tested, under 10 active; Potency, µM (top dose mostly 9.22 µM), without a hit: at the highest dose activation of IL-2 secretion, actives largely listed as activators; also: % of control where 0% means no effect
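Human primary leukocytes + a-CD3 beads + cpd, 48 hr; IL-2 in supernatant by HTRF (ex 320nm / em 665nm). No co-stimulatory signal supplied.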
BCR signal inh = inhibitors of chronic active B-cell receptor signaling; 340,000 tested, 0.05% active; AID 493014; Potency, µM (series often up to 46.1 µM), for inactives: at the highest dose ratio change, negative = lower green/red ratio, most hits filed as inhibitors; ABC-DLBCL IkBa-CBG/CBR reporter, luminescence ratio, 4 h; active = well fitted inhibition curve with a large enough effect in the signal ratio, with a control signal flat, not every such curve was filed as active; inconclusive = small, poorly fitted or top-dose-only effect, or effect the other way, or a change in a side signal; the % refers to the signal ratio;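 also: potency is read from the fitted curve at half-maximal effect; plate controls were basal doxycycline-induced cells for no effect and cells given 10 µM MG132 for full effect; MG132 reads +100%, hits lower the ratio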
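Concentration-response series (up to 46 uM) were applied to TMD8 dual-reporter cells for 4 h at 37C with doxycycline. Green/red ratio, after filter-overlap correction, defined %Activity; red signal alone was normalised to basal cells and zero luminescence.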
Active calls of the source: *; ? = inconclusive; / = no result given; [ ] = remark or other dose. Unless noted, calls follow the shape of the dose curve; as a rule, active = well fitted curve in the direction sought with a large enough effect; inconclusive = small, poorly fitted or top-dose-only effect, or another doubt; inactive = no such curve, though single readings can be large; an effect the other way counts as inactive or inconclusive.

SMILES,Tb PFK inh,S-ASM inh,Mito fusion act,Eya2 inh,BCR signal inh,ELG1 repair inh,a7 integrin act,PTAP TSG101 blk,TCR activator,A-T KAP1 phos,TSHR antagonist
N#CCC(=O)Nc1ccc(C(=O)OCC(=O)c2ccc3c(c2)OCO3)cc1,0%,-7%,-11%,-8%,-18%,?,12%,-1%,-2%,0%,11
CC(C)OC(=O)Nc1ccc2c(c1)N(C(=O)CCN1CCOCC1)c1ccccc1CC2,-6%,12%,0%,-13%,3%,8%,-1%,-7%,-4%,2%,2
N#C/C(=C(/O)COC(=O)COc1ccc(Cl)cc1)c1nc2ccccc2[nH]1,11%,10%,-9%,-5%,?,?,-49%[inhibitor],1%,-2%[46.1 µM],5%,0
c1ccc(N2CCCCC2)c(Nc2nc3ccccc3n3cnnc23)c1,5%,-1%,20%,-5%,?,?,28%,-3%,3%,-5%,-18
O=C(OC(C(=O)NCc1ccco1)C(OC(=O)c1ccccc1)C(=O)NCc1ccco1)c1ccccc1 (stereo not drawn),1%,-5%,-15%,-9%,0%,10%,32%,-1%,2%[46.1 µM],-1%,19
Cc1ccccc1S(=O)(=O)Cc1ccc(C(=O)NCCN(Cc2ccccc2)C(C)C)o1,1%,-3%,11%,2%,1%,-3%,-5%,1%,-6%,-8%,-11
Nn1c(COc2ccccc2F)nnc1SCC(=O)NC1CCS(=O)(=O)C1 (stereo not drawn),-11%,2%,0%,10%,-2%,11%,-2%,-1%,1%,8%,-5
Cc1occc1C(=O)N1CCCC(N2CCN(c3cccc(Cl)c3)CC2)C1 (stereo not drawn),0%,5%,2%,-8%,1%,?,-13%,-2%,3%,-2%,0
NNC(=O)c1oc2nc(-c3ccccc3)cc(-c3ccco3)c2c1N,-7%,9%,7%,-7%,-2%,-23%,-9%,2%,-1%,-7%,-8
CCCCNC(=S)NNC(=O)c1csc(C)c1CC,0%,3%,-4%,-6%,-10%,6%,-12%,-7%,8%[46.1 µM],0%,6
COc1ccc(NC(=S)NC(NC(=O)c2cccc3ccccc23)C(Cl)(Cl)Cl)c([N+](=O)[O-])c1 (stereo not drawn),2%,-16%,1%,-12%,?,?,-54%[inhibitor],-13%,-3%,/,-6
COc1ccc(-c2nc(SCc3ccccc3)n(S(C)(=O)=O)n2)cc1,3%,-10%,1%,9%,?,?,5%,-4%,-13%,6%,-4
N#Cc1c(N)nc(-c2ccccc2)nc1-c1ccccc1,6%,-3%,3%,-2%,9%,14%,-4%,-2%,-2%,-10%,12
CC(c1ccccc1)N(C)C(=O)CSc1nnc(C2CC2)n1C1CC1 (stereo not drawn),0%,1%,-10%,-14%,-3%,12%,?,-1%,1%,-4%,16
COc1ccc(N2C(S)=C(C#N)C(=O)NC2c2ccco2)cc1 (stereo not drawn),17%,3%,6%,5%,?,-1%,-2%,-7%,0%[46.1 µM],-4%,7
O=C(CN(Cc1ccccc1)S(=O)(=O)c1ccccc1)N/N=C/c1ccc2c(c1)OCO2,1%,-17%,10%,1%,?,-11%,-20%,-2%,/,-7%,-7
COc1ccc(OC)c(C2=CC(=O)C[C@H](c3ccc4c(c3)OCO4)C2)c1,0%,1%,?,-9%,0%,?,-14%,1%,-11%,-4%,0
C=CCn1c(SCC(=O)c2c(N)n(C3CC3)c(=O)[nH]c2=O)nnc1-c1ccccc1OC,-17%,5%,-3%,6%,-1%,8%,23%,6%,/,-15%,5
CCCc1[nH]c(=O)c(C#N)c2c1CCCC2,-4%,1%,2%,9%,-1%,-4%,6%[7.66 µM],3%,/,-5%,0
NC(C(=O)O)C1CC(Cl)=NO1 (stereo not drawn),0%,/,-2%,-8%,0%,-1%,/,/,/,-5%,-2
O=C(CN(C1CCCCC1)S(=O)(=O)c1ccc(Cl)cc1)NCCCO,-3%,1%,4%,21%,1%,-9%,-10%,-9%,4%,-6%,9
Cc1[nH]n(-c2ncc(-c3ccccc3)s2)c(=O)c1C(c1ccc(Cl)cc1)C(C#N)C#N (stereo not drawn),6%,-18%,-4%,-6%,15%,?,?,-4%,-7%[46.1 µM],1%,-5
Cc1cc(C)n(S(=O)(=O)c2ccc(C)c(C)c2)n1,3%,5%,0%,9%,-3%,10%,-21%,-3%,-3%,11%,-8
Cc1ccc(C(=O)N2CCN(c3ccc(NC(=O)c4cc(C)cc(C)c4)cc3)CC2)cc1,-3%,-3%,-1%,6%,5%,10%,-6%,/,3%,2%,4
CCCCN(CC)CCNC(=O)c1[nH]c(C)c(C(C)=O)c1C,3%,-3%,-1%,32%,1%,?,12%,0%,-2%,-1%,8
Cc1cccc(C)c1OCc1n[nH]c(=S)n1-c1ccccc1,-13%,3%,16%,0%,?,-2%,10%,-2%,7%,-3%,-7
COCCCNC(=O)Cn1c(=O)n(CC(=O)N2CCCCC2)c(=O)c2sccc21,-7%,-1%,-3%,-28%,1%,-2%,-13%,-2%,1%,3%,31
CCOC(=O)c1c(C)[nH]c(C)c1C(=O)CSc1nnnn1-c1ccccc1,0%,-1%,2%,22%,?,?,-17%,0%,1%,/,-2
C=CCc1cccc(C=Nc2cc(Br)ccc2O)c1O,-24%,1%,17%,-4%,0%,-5%,-50%[inhibitor],?,2%[46.1 µM],3%,0
N#Cc1ccccc1NC(=O)COC(=O)c1ccc2c(c1)OCO2,1%,2%,-1%,0%,-1%,18%,-10%,-1%,5%,6%,0
CCOc1ncccc1C(=O)N1CCN(S(=O)(=O)c2ccc(Br)cc2Cl)CC1,-2%,3%,-6%,3%,-4%,-2%,-14%,-2%,/,7%,2
COc1ccc(C(=O)NCC(=O)OCC(=O)NC2CCCC2)cc1,-1%,0%,3%,13%,-8%,7%,-13%,-5%,3%,0%,-4
O=[N+]([O-])c1ccc(S(=O)(=O)Nc2nnc(C(F)(F)F)s2)cc1,1%,12%,-2%,-3%,4%,-9%,26%,-6%,0%,6%,-1
Cc1cccc(N/N=C(\C#N)S(=O)(=O)C(C)(C)C)c1,2%,-5%,5%,13%,4%,?,-4%,0%,-4%,-2%,-5
COc1ccc(S(=O)(=O)NC(CC(=O)NC2CCCC2)c2ccco2)cc1 (stereo not drawn),-5%,-2%,-4%,-2%,-1%,-10%,19%,-4%,-1%,-3%,3
N#Cc1c(-c2ccccc2)cc(-c2ccccc2)nc1SCCC(=O)O,-2%,5%,12%,1%,9%,?,1%,-6%,/,-1%,-33
Cc1ccc([N+](=O)[O-])cc1NC(=O)C[n+]1ccccc1,1%,-4%,-3%,1%,?,1%,10%,0%,-1%,0%,8
O=[N+]([O-])c1cccc(/C=C/c2nc(C=Nc3ccc4ccccc4c3)c(O)o2)c1,0%,0%,4%,15%,4%,-2%,16%,1%,21%,2%,-14
CCOc1ccc(NC(=O)C2Cc3ccccc3CN2S(=O)(=O)CC)cc1 (stereo not drawn),0%,4%,?,-2%,-11%,1%,?,-8%,-2%,-10%,-6
O=C(NCCc1ccc(Cl)cc1)C1CCC(=O)N1Cc1ccc(F)cc1 (stereo not drawn),0%,0%,2%,-7%,?,-7%,14%,-12%,-3%,4%,-4
CC(=O)C(Cc1ccccc1)NC(=O)CN(C)Cc1ccccc1Cl (stereo not drawn),2%,2%,4%,-1%,3%,17%,-36%,0%,-1%,-1%,5
CN(C(=O)COC(=O)c1cc2c(s1)CCCCC2)C1CCS(=O)(=O)C1 (stereo not drawn),2%,0%,-1%,2%,?,4%,-10%,/,4%,0%,-5
Cc1cc(C(=O)NC(C)CCc2ccccc2)ccc1[N+](=O)[O-] (stereo not drawn),-1%,-3%,2%,1%,2%,?,25%,-3%,-2%,21%,-2
COc1ccc(Nc2nnc(-c3ccccc3)c3ccccc23)cc1C(=O)N1CCCCC1,-1%,-2%,-4%,-23%,1%,?,38%,-4%,0%[46.1 µM],-12%,-1
